PriA SSB inh: K. pneumoniae PriA-SSBct interaction inhibition | 430,000 compounds, 0.6% hits | AID 1272365 | AlphaScreen SSBct-PriA binding, biotinylated peptide | inhibition, % at 33 µM; in the data active = inhibition mostly above about 37%, no sharp cut-off; inactive = mostly below about 20%;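 also: plate controls were negative control peptide for no effect and reference peptide for full effect; strong numbers were not always called active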
BoNT-A LC inh2: inhibitors of Botulinum neurotoxin A light chain protease; inhibition, % at 10 µM; AID 588499; multiplex microsphere protease substrate cleavage, flow cytometry; 360,000 compounds, 0.17% hits; also: plate controls were buffer without enzyme for full effect and enzyme alone for no effect
Anthrax LF inh2: anthrax lethal factor protease inhibition | P15917 | multiplex microsphere protease cleavage assay, LF | inhibition, % at 10 µM | 360,000 compounds, 0.12% hits | AID 588501; also: plate controls were buffer without enzyme for full effect and enzyme alone for no effect
Target sequence (P15917 whole entry, looked up): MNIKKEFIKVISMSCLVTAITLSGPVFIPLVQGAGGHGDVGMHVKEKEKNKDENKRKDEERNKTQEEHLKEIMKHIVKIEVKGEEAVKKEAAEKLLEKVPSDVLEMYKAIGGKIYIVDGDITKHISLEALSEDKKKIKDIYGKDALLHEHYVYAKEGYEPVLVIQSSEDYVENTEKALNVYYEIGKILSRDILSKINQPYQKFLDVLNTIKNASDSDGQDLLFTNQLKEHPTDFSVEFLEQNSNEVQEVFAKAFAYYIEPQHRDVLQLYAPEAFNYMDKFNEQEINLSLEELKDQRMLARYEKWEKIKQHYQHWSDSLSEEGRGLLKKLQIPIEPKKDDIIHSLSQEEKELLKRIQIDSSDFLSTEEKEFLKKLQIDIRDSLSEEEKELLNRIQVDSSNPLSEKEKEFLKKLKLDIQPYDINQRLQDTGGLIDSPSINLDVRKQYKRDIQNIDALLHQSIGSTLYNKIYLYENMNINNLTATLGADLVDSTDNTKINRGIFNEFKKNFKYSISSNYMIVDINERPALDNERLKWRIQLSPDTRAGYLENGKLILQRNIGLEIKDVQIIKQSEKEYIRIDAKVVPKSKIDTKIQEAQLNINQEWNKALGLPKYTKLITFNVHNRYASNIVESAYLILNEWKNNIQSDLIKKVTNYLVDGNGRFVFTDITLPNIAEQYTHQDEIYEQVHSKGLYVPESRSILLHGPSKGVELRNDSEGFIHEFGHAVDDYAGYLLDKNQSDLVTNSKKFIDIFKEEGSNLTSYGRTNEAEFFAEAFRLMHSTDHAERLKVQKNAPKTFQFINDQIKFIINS
BH1578 lux ind: induces V. cholerae light production without autoinducers. V. cholerae BH1578 lux reporter, luminescence, 6 h. activation, % at 18.7 µM. 350,000 compounds, 0.16% hits. AID 588436; in the data active = activation mostly above about 9.7%, no sharp cut-off; inconclusive = no clear call, values can overlap the other calls; inactive = mostly below about 3.7%; also: not every result past the cut was called active; inactives centre near 0; reference of the scale not given here
CCHF vOTU inh: blocks the CCHF virus ovarian tumor domain protease | CCHFV vOTU protease, Pep-AMC fluorescence | inhibition, % at 11.5 µM | 370,000 compounds, 0.55% hits | AID 651958; in the data active = inhibition above about 30%; also: 0% = vehicle wells with enzyme and 100% = no enzyme wells
TcdB inh: blocks C. difficile toxin B glycohydrolase activity | P18177 | TcdB glycohydrolase enzymatic assay, plate reader | inhibition, % at 9.99 µM | 350,000 compounds, 0.24% hits; in the data active = inhibition above about 10%
SARS 3CLpro inh: SARS-CoV 3CLpro protease inhibition; P0C6X7; recombinant SARS-CoV 3CLpro, quenched FRET peptide cleavage; inhibition, % at 6 µM; 290,000 compounds, 0.14% hits; AID 1706; in the data active = inhibition above about 12%
DUSP3 inh: DUSP3 (human) phosphatase inhibition | P51452 | inhibition, % at 13.3 µM | 290,000 compounds, 0.52% hits | recombinant VHR phosphatase, pNPP absorbance; in the data active = inhibition above about 50%; also: some compounds called inactive have numbers as strong as hits
Target sequence (P51452 whole entry, looked up): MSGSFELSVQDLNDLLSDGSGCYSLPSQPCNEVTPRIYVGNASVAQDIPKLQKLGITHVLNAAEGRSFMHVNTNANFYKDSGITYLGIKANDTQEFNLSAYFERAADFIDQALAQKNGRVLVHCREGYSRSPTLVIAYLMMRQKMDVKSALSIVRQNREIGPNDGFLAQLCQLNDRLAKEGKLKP
PfHsp40 yeast: restores yeast growth despite PfHsp40 toxicity; S. cerevisiae expressing PfHsp40, growth rescue, ATP luminescence; growth rescue, % at 12.5 µM; 340,000 compounds, 0.68% hits; in the data active = growth rescue above about 28%, passing the limit was not always enough; inconclusive = no clear call, values can overlap the other calls;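 also: yeast W303a lacking pdr1 and pdr3 grown in galactose medium; growth measured after three days at 30 °C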
Y pestis TopoI: blocks Yersinia pestis topoisomerase I activity. Y. pestis Topo-I cleavage product accumulation, plate reader. activity, % at 10 µM. 360,000 compounds, 0.064% hits; in the data active = activity above about 50%, passing the limit was not always enough; inconclusive = no clear call, values can overlap the other calls; also: inactives centre near 2
An asterisk follows results filed as active; i = inactive; ? = inconclusive; . = no result given. Rule as the data show it, unless noted: active = inhibition above about 30%; inconclusive = no clear call, values can overlap the other calls; inactive = below that. A portion of the library; rates above refer to the full screens.

Values run as follows: PriA SSB inh	BoNT-A LC inh2	Anthrax LF inh2	BH1578 lux ind	CCHF vOTU inh	TcdB inh	SARS 3CLpro inh	DUSP3 inh	PfHsp40 yeast	Y pestis TopoI
- COc1cc([N+](=O)[O-])cc2cc(C(=O)N3CCN=C3c3ccccc3)c(=O)oc12
 : -17	-0.7	-1	-0.4	6	0.2	-2	-17	-2.0	-10
- COCC(C)NS(=O)(=O)c1ccc(C(=O)NC(Cc2ccccc2)c2ccccc2)cc1 (stereo unspecified)
 : -1	0.5	0	i	8	1.7	0	33	-1.6	23
- COc1ccc(S(=O)(=O)N2CCCC(C(=O)N3CCOCC3)C2)cc1Cl (stereo unspecified)
 : 3	-1.2	-4	i	-18	1.6	-6	14	-0.7	0
- CCOc1cccc2cc(C(=O)OCC(=O)Nc3c(C)cccc3CC)c(=O)oc12
 : -3	0.9	2	1.7	0	-0.1	.	.	3.6	8
- CC1(C(=O)Nc2ccc3c(c2)OCO3)CCN1C(=O)Cc1cccs1 (stereo unspecified)
 : .	-0.3	-2	-0.5	4	-5.8	.	.	.	1
- Cc1cccc(C)c1NC(=O)CNCC(=O)Nc1c(C)cccc1C
 : -6	-4.7	4	-1.2	5	1.1	-1	10	0.6	1
- CC(=O)c1ccc(Nc2nc(C)cc(C)n2)cc1
 : 4	-5.1	-12	i	1	0.5	-3	20	-1.3	-5
- COCCN(C(=O)c1c(C)noc1C)c1c(N)n(CC(C)C)c(=O)[nH]c1=O
 : 2	0.4	-4	i	-5	1.0	.	.	-0.8	-1
- COc1ccc(CN2CCCC(CO)(Cc3ccc(F)cc3)C2)c(OC)c1OC (stereo unspecified)
 : -1	?	1	i	0	-0.2	-4	11	0.3	14
- COc1cccc2oc3ccc(C#CC4(N)CCCCC4)cc3c(=O)c12
 : -6	-0.3	-4	-5.9	-40	-0.4	-4	44	0.2	-6
- O=[N+]([O-])c1ccc(Cl)c(-c2ccc(/C=N/c3c(-c4ccco4)nc4ccccn34)o2)c1
 : .	2.1	-3	1.5	8	.	1	27	1.0	-14
- CC(Oc1ccc(-c2ccccc2)c(F)c1)c1ccn(S(=O)(=O)c2cccc3ccccc23)n1 (stereo unspecified)
 : 3	-0.6	-9	0.9	4	.	8	17	-1.2	7
- O=C(NCC1CCCO1)c1ccccc1 (stereo unspecified)
 : -14	0.0	-1	i	-3	.	-2	-10	1.1	0
- Cc1cc(C)nc(SCc2nnc(SCC(=O)Nc3ncc(C)s3)n2Cc2ccco2)n1
 : -4	0.4	3	0.1	-10	.	5	9	-1.5	10
- OC(CN1CCCCCC1)CN(c1ccccc1)c1ccccc1 (stereo unspecified)
 : 9	-9.5	-21	-0.6	-6	1.5	4	-22	0.0	3

Next part; the last 2 above are carried over.
Values run as follows: PriA SSB inh	BoNT-A LC inh2	Anthrax LF inh2	BH1578 lux ind	CCHF vOTU inh	TcdB inh	SARS 3CLpro inh	DUSP3 inh	PfHsp40 yeast	Y pestis TopoI
- Cc1cc(C)nc(SCc2nnc(SCC(=O)Nc3ncc(C)s3)n2Cc2ccco2)n1
 : -4	0.4	3	0.1	-10	.	5	9	-1.5	10
- OC(CN1CCCCCC1)CN(c1ccccc1)c1ccccc1 (stereo unspecified)
 : 9	-9.5	-21	-0.6	-6	1.5	4	-22	0.0	3
- OC[C@@H]1CN(Cc2ccc(-c3ccccc3)cc2)C[C@H](n2cnc3c(N4CCOCC4)ncnc32)O1
 : .	-0.3	-1	0.4	4	1.3	.	.	.	24
- CC1(C(=O)NS(=O)(=O)c2ccccc2)CCN1C(=O)c1ccccc1 (stereo unspecified)
 : .	-0.3	3	i	5	0.8	.	.	.	5
- N#Cc1ccsc1NC(=O)COC(=O)c1ccc(NC(N)=O)cc1
 : -15	-0.1	0	-0.3	16	1.5	-1	13	-0.1	3
- CN1CCN(CCC(=O)Nc2ccccc2)CC1
 : -1	-0.3	1	i	-7	-1.0	2	44	0.0	-4
- CCOc1c(C)cnc2c1c(=O)n(Cc1ccccc1Cl)c(=O)n2C
 : -7	4.8	4	-1.8	-4	1.2	6	44	-2.1	-9
- Cc1occc1-c1nnc(SCCCC(=O)c2ccc(F)cc2)n1C
 : -5	0.6	-2	5.0	-1	.	0	25	-0.9	16
- COc1ccc(C(=O)OC(C)CN2CCOCC2)cc1OC (stereo unspecified)
 : -24	-0.2	-7	-1.7	4	.	-2	4	-1.2	1
- COc1cc(NC(=S)NCc2cccnc2)cc(OC)c1OC
 : 0	-0.2	-2	i	6	0.0	7	22	0.5	-4
- CCCSc1nnc(Nc2ccccc2C)s1
 : -10	1.0	-2	-0.4	12	.	-1	29	0.3	12
- Cc1nn(CCC(=O)NCc2ccc(OC(C)C)cc2)c(=O)c2nn(-c3ccccc3)c(C)c12
 : -6	-0.6	-2	-0.2	5	0.2	4	-2	0.8	20
- CN(C)C(=O)CCc1ccc2c3c([nH]c2c1)[C@]1(C)[C@@H](C(=O)N2CCCCC2)C[C@H](CC(=O)NC(C)(C)C)C(=O)N1CC3
 : 8	-0.4	0	-0.5	-5	-0.5	.	.	0.8	10
- Fc1ccc(C2CCCN2Cc2nc(CC3CC3)no2)cc1 (stereo unspecified)
 : -22	0.3	-6	i	1	-6.0	2	4	-1.6	3
- O=C(NC(=S)Nc1nc2c(ccc3ccccc32)s1)c1cccs1
 : 9	-0.9	1	-0.2	16	.	0	0	-0.2	2
- O=C(C1CC(=O)N(c2ccccc2)C1)N1CCN(c2ccc(F)cc2)CC1 (stereo unspecified)
 : -11	2.5	2	-1.6	-8	0.0	-12	6	-0.6	9
- Cc1cc(C(=O)NCCC(C)C)c2ccccc2n1
 : -9	-0.3	2	-0.4	2	1.6	4	8	0.0	8
- Cn1cnc2ncnc(Oc3ccc(Br)cc3)c21
 : -9	-1.0	-2	i	-11	-1.7	.	.	-0.1	5
- Cc1c(C(=O)Nc2ccccc2F)cnn1-c1ccccc1
 : 0	-2.1	-12	i	3	1.4	-2	8	0.1	-5
- COC(=O)CSc1nc2nc(-c3cccs3)cc(C(F)(F)F)c2c(=O)[nH]1
 : -13	-3.2	0	i	-4	1.7	1	26	0.1	4
- CO/N=C(\CCC(=O)O)c1cccs1
 : .	1.0	0	-0.2	-3	0.3	2	21	-1.8	12
- O=C(c1cc2ccccc2oc1=O)N(Cc1ccccc1)Cc1ccc2c(c1)OCO2
 : 12	-0.6	-6	0.3	0	.	1	-14	0.4	?
- O=C(CSc1c(Cl)cccc1Cl)NC1CCCc2ccccc21 (stereo unspecified)
 : -3	2.7	-3	-0.1	5	-8.8	1	30	0.1	20
- COC(=O)Nc1nc(Sc2ncc(C(F)(F)F)cc2Cl)n[nH]1
 : -8	-0.1	2	i	-3	0.1	3	2	-0.9	-3
- COc1ccc(/C=N/Nc2cc(N3CCOCC3)ncn2)c(OC)c1
 : .	-3.6	4	-1.8	4	0.2	-3	24	0.7	5
- Cc1cc(C)nc(N(C#N)CC(=O)c2ccccc2)n1
 : -11	0.0	-4	-5.9	1	-0.6	-4	-11	-0.1	8
- O=C(CCNc1n[nH]c(=O)[nH]c1=O)N/N=C/c1ccccc1Br
 : .	0.1	-4	i	-4	1.0	3	24	-0.4	4
- CC(=O)N1CCN(C(=S)NCCc2ccccc2)CC1
 : -1	-0.7	0	0.6	-13	0.0	0	8	1.2	-3
- CN(C)CCCNc1nc2cc(-c3cccc(Cl)c3)sc2c(=O)n1C
 : .	-0.2	-10	0.4	-10	0.5	.	.	.	-27
- Nc1nnc(CC(=O)N/N=C/c2cccc(OCCOc3ccccc3)c2)s1
 : .	0.6	0	i	2	.	8	-18	-0.1	17
- O=C(COC(=O)CCS(=O)(=O)c1ccc(Cl)cc1)NCCc1ccc(Cl)cc1Cl
 : -9	0.2	0	-0.3	-3	1.4	0	10	0.2	18
- COCCNc1nc(NCc2ccc(NC(C)=O)cc2)c2sc(-c3ccccc3)cc2n1
 : .	1.3	1	-0.5	-4	0.8	.	.	.	-7
- O=C(Nc1ccc2c(c1)OCO2)C1CCCCN1S(=O)(=O)c1ccc(F)cc1 (stereo unspecified)
 : -2	0.5	-5	i	2	.	2	8	-1.5	0
- CC(=O)Nc1cc(C(=O)N2CCN(C)CC2)ccc1S(=O)(=O)c1ccc(C)cc1
 : -9	-0.2	1	i	6	.	-1	-12	0.3	9
- CO/N=C(\C(=O)O)c1csc(NN=C(C)C)n1
 : .	-1.0	-2	-0.3	16	-2.7	-3	16	-1.5	4
- CCC(=O)N1c2ccc(S(=O)(=O)CCC(=O)Nc3ccc(OC)cc3OC)cc2CC1C (stereo unspecified)
 : 0	1.7	0	i	13	0.7	0	17	-0.1	3
- Cc1ccc(C(C)C)c(OCC(O)CN(C)Cc2ccccc2)c1 (stereo unspecified)
 : -7	1.0	6	-0.3	8	1.4	-7	30	1.6	10
- COc1ccc(-c2csc(N3CCN(c4cc5c(cc4Cl)nc(-c4ccncc4)n5CCOCCO)CC3)n2)cc1
 : -36	1.4	2	1.2	-10	-0.5	5	24	-0.4	-9
- CCc1ccc2cc(F)cc(F)c2n1
 : .	0.3	-1	.	-4	1.4	.	.	.	.
- Cc1ccc(OCCSc2nc3ccccc3n2CCC(=O)O)c(C(C)C)c1
 : .	0.2	-5	i	0	0.0	.	.	.	-5
- Cc1ccc(O)c(-c2cc(-c3ccccc3F)[nH]n2)c1
 : 3	0.0	-4	i	19	.	11	16	3.3	-11
- O=C(CSc1ncn[nH]1)N1N=C2/C(=C\c3ccco3)CCCC2C1c1ccco1 (stereo unspecified)
 : 10	0.6	3	-0.8	13	0.7	.	.	-0.1	6
- CC(C)N(C)S(=O)(=O)c1ccc(NC(=O)CSC(=S)N2CCCC2)cc1
 : 4	9.3	8	i	7	1.4	.	.	-1.8	8
- CCOc1ccc(/C=N/OCC(=O)Nc2cc(C)on2)cc1
 : .	-0.6	-2	-0.3	6	1.3	3	-7	-0.8	-2
- COc1cc(OC)cc(C(=O)OCC(=O)Nc2cccc(S(=O)(=O)NC3=NCCCCC3)c2)c1
 : -2	-1.3	-5	i	-5	-1.2	.	.	1.7	4
- COc1ccccc1NS(=O)(=O)c1ccc2c(c1)NC(=O)CC(=O)N2
 : -25	-0.8	0	i	-10	0.5	-3	18	0.5	-4
- CCOc1ccc(OCC)c(NC(=O)CSCC(=O)O)c1
 : -9	-1.0	0	-1.6	14	.	-6	8	-0.1	-4
- CCCn1c(CNC(=O)c2cccs2)nc2ccccc21
 : -4	0.9	-5	-0.2	0	2.2	-3	5	-0.8	-6
- COc1ccc(N(C(C)C(=O)N(C)Cc2ccccc2)S(C)(=O)=O)cc1 (stereo unspecified)
 : -2	?	17	i	-2	-0.6	-1	16	0.5	2
- O=C(CN1C(=O)c2ccccc2S1(=O)=O)N1CCCCC1
 : 2	-3.2	20	-0.5	2	-2.5	2	-20	-0.1	5
- O=C(NC1(C(F)(F)F)N=C2SCCN2C1=O)c1ccccc1F (stereo unspecified)
 : 0	.	.	-0.4	-10	1.2	1	32	.	-8
- O=C(CCCn1cc([N+](=O)[O-])cn1)N1CCCCC1
 : -5	-2.4	1	-0.2	-5	0.3	-5	5	-0.2	3
- Cc1cccc(/C=C2/SC(=O)N(Cc3ccccc3)C2=O)n1
 : -3	0.2	-3	1.8	-5	0.6	8	24	0.3	-1
- CC(=O)OC[C@@H]1CN(Cc2ccccc2)C[C@H](n2cnc3c(NC4CC4)ncnc32)O1
 : .	-0.6	-8	-0.3	1	0.4	.	.	.	2
- O=C(N/N=C/c1cccc(F)c1)c1c(O)c2ccccc2[nH]c1=O
 : .	-0.3	1	-2.1	-15	.	-4	-2	-0.9	2
- COc1ccc(NC(=O)N2CCC3(CC2)OCCO3)c(OC)c1
 : 3	-0.6	0	.	0	0.8	5	18	-0.2	-4
- O=C(CN1C(=O)c2ccccc2C1=O)Nc1ccccc1F
 : -4	-0.1	1	8.2	4	.	-1	21	0.9	-1
- O=C1c2ccccc2C(=O)N1c1ccc(S(=O)(=O)N2CCN(c3ccccc3)CC2)cc1
 : 9	0.6	3	i	-3	.	-4	8	-1.2	0
